NTR1 ag: agonists of NTR1, primary screen, imaging, U2OS cells, beta-arrestin-GFP, high content (AID 493036). activation, % at 20 µM. Neurotensin receptor type 1 (Homo sapiens), P30989. NTR1-U2OS beta-arrestin-GFP spot imaging, agonist mode. hit rate 0.17% among 330,000;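 active means activation at or above 40% of the spot to cytoplasm intensity ratio, with at least 20 cells analyzed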;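 further: 0% = DMSO without peptide and 100% = 100 nM NTR1 peptide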
Target sequence (P30989 whole entry, looked up): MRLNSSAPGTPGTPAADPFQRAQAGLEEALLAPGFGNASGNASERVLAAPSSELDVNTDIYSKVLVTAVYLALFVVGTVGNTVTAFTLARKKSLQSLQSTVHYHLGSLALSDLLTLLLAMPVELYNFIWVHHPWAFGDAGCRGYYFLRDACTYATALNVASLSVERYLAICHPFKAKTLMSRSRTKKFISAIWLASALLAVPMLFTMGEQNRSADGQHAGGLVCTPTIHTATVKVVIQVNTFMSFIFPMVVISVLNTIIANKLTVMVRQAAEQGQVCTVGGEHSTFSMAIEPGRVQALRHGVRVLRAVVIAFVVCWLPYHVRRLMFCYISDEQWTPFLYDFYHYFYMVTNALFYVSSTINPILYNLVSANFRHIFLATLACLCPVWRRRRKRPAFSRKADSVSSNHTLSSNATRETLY
K1F lysis inhibition: inhibition of K1F phage lysis, E. coli UTI89, bacterial capsule biogenesis inhibitors, alamar blue (AID 488966) | E. coli UTI89 K1F phage lysis, alamar blue, 2 h; higher % means a stronger effect | hit rate 0.02% among 340,000 | inhibition, % at 100 µM, or IC50 in µM where a hit was titrated;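 active means phage lysis inhibition, versus mean bacterial control, above a set limit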;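 further: capsule biogenesis inhibitors block K1F phage lysis so surviving cells raise fluorescence; higher fluorescence means more inhibition of phage lysis; actives were called in the ten point dose series up to 300 µM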
NS5 inhibitors: Dengue-2 NS5 methyltransferase inhibitors, primary screen, biochemical, confirmation dose response (AID 588689). hit rate 0.3% among 340,000. inhibition, % at 25 µM, or IC50 in µM where a hit was titrated. Dengue-2 NS5 methyltransferase capping enzyme assay, biochemical; higher % means a stronger effect; in the data active means a potency from the dose series
NTR1 ag cell count 20 µM: second read-out of NTR1 ag, no call of its own (marks repeat the call); cell count; measured here: cell count, cytotoxicity flag
NS5 inhibitors pilot replicate: also measured in NS5 inhibitors; calls as there; inhibition, %; measured here: pilot screen replicate inhibition
The depositor's hits bear a star; [ ] = another dose, or the depositor's remark. Not all compounds are listed; count on the stated rates, not on these rows.

SMILES	NTR1 ag	NTR1 ag cell count 20 µM	K1F lysis inhibition	NS5 inhibitors	others
COc1ccc(N(C)S(=O)(=O)c2cccc(C(=O)Nc3nnc(C)s3)c2)cc1	2.0	57	1.4%[50 µM]	-0.7%
Cc1[nH]oc(=O)c1N=Nc1ccc2[nH]c(=O)[nH]c2c1	-0.4	64	9.5%	-0.8%
Clc1cc(-c2ccccc2)nc(-c2ccccc2)n1	12.0	61	0.3%	-3.1%
COc1ccc(OCCSc2ccc(S(=O)(=O)N3CCCC3)cn2)cc1	3.2	54	0.4%[50 µM]	-4.4%
O=C(CN1CCN(S(=O)(=O)c2ccc(C(F)(F)F)cc2)CC1)N1CCNC1=O	-1.0	60	0.5%[50 µM]	11.6%
COc1ccc(CCN(C)C(=O)C2CC(=O)N(Cc3ccc(C)cc3)C2)cc1OC (configuration not stated)	5.3	49	0.3%[50 µM]	-5.1%
Cc1cc(NC(=O)COC(=O)c2ccc(C)c(C)c2)no1	3.1	45	0.7%	7.2%
O=C1CCc2cc(S(=O)(=O)NCc3ccccc3Cl)cc3c2N1CC3	-0.2	68	0.4%[50 µM]	-8.7%
Cc1onc(-c2ccccc2)c1-c1nnc(CN2CCN(S(=O)(=O)c3ccccc3)CC2)o1	-0.3	62	-0.1%[50 µM]	4.5%
CSCCC(NC(=O)COc1ccccc1)C(=O)NC1CCC(C)CC1 (configuration not stated)	-1.9	55	-1.0%	1.5%
CC(CCl)OC(C)CCl (configuration not stated)	-1.9	61	-0.5%	-6.5%
O=C(OCC(=O)N1CCCC1=O)C1CCN(S(=O)(=O)c2ccc(Cl)c(C(F)(F)F)c2)CC1	-2.0	53	-0.1%[50 µM]	-1.5%
CSCCC(NC(=O)c1cccc(C)c1)C(=O)OCC(=O)Nc1c(C)nn(-c2ccccc2)c1C (configuration not stated)	1.2	53	0.3%[50 µM]	0.7%
CCOC(=O)C(C)(C)Oc1ccc(Cl)cc1	-0.3	57	2.3%	3.7%
CCc1cccc(C)c1NC(=O)CSc1n[nH]c(N)n1	-0.8	56	1.2%[50 µM]	1.8%
CCOc1ccccc1C(=O)OCC(=O)Nc1cccc(S(=O)(=O)N2CCCC2)c1	-0.9	66	0.7%[50 µM]	-0.8%
Nc1cc(N)cc(-c2nc3ccccc3o2)c1	-2.9	64	12.7%	-3.7%
OCC[C@H]1C[C@H](O)[C@@H](O)[C@]2(Cc3ccccc3CCO2)O1	-0.5	98	-0.2%	1.6%
CCN(C[C@H]1N[C@@](Cc2ccccc2)(C(=O)OC)[C@H]2C(=O)N(C)C(=O)[C@@H]12)C(=O)Nc1ccc(C(F)(F)F)cc1	-1.1	38	0.4%	0.7%	NS5 inhibitors pilot replicate=-0.6
CC(Sc1nc2ccccc2c(=O)n1C)C(=O)NC1CCCCC1C (configuration not stated)	0.4	36	1.4%[50 µM]	-1.5%
COc1ccc(CN2C(=O)C(Cc3ccccc3)Nc3ncnc(N4CCN(c5ccccc5)CC4)c32)cc1 (configuration not stated)	2.5	54	0.7%	-17.6%
O=C(O)CN1C(=O)N/C(=C\c2cccn2-c2ccc(P(=O)(O)O)cc2)C1=O	-0.8	53	0.6%	-9.5%
COC(=O)c1ccccc1NC(=O)c1cc[n+](C)cc1	-0.3	56	0.1%	-5.4%
Cc1noc(C)c1CSCC(=O)Nc1cc(S(=O)(=O)N2CCCCC2)ccc1OC(C)C	-0.7	77	0.7%[50 µM]	-7.9%
O=C(NCc1ccccc1)C1=C[C@H](c2ccc(C(F)(F)F)cc2)C[C@H](OCCCCO)O1	-1.0	91	1.1%	-2.5%
CC(=NNC(=O)c1cccc(S(=O)(=O)N2CCOCC2)c1)c1ccccc1	1.5	70	-0.1%[50 µM]	-0.7%
O=C(OCC(=O)c1ccc[nH]1)c1ccc(Cl)c(Cl)c1	2.8	41	-3.2%	-3.1%
Cc1ccccc1OCCC(=O)OCC(=O)N1CCN(S(=O)(=O)c2ccc(Cl)cc2)CC1	1.6	58	-0.5%	-2.2%
O=C(Nc1ccc(NC(=S)NC(=O)c2ccccc2Cl)cc1)c1cccc(Cl)c1	3.0	45	0.0%	-2.1%
CC1(C)CC2CC(C)(CN2C(=O)COC(=O)c2cccc(O)c2)C1 (configuration not stated)	1.2	36	0.6%[50 µM]	-6.7%
Clc1cccc2sc(N3CCOCC3)nc12	0.3	77	-0.5%	-18.9%
CC(C)CN(C(=O)CCNC(=O)c1ccc(Cl)cc1)C1CCS(=O)(=O)C1 (configuration not stated)	-1.0	43	0.1%	-7.0%
CCOC(=O)c1c(C)[nH]c(C(=O)OC(C)C(=O)NCc2ccccc2)c1C (configuration not stated)	-1.1	46	0.9%[50 µM]	-2.2%
Cc1ccccc1NC(=O)COC(=O)c1ccc(S(=O)(=O)N2CCCC2)cc1	0.4	91	0.9%[50 µM]	-2.9%
CC(C)Cn1c(N)c(C(=O)COC(=O)c2cccn2C)c(=O)n(C)c1=O	0.1	63	0.9%[50 µM]	-8.1%
NC(=S)NN=Cc1ccc(-c2ccc(S(=O)(=O)Nc3ncccn3)cc2)o1	-0.1	53	-1.1%	3.9%
C[C@H](CO)N1C[C@H](C)[C@@H](CN(C)C(=O)Nc2ccccc2)Oc2ccc(NC(=O)C3CC3)cc2C1=O	-2.8	61	1.6%	4.1%
CSCCC(NC(=O)c1ccccc1)C(=O)NCCCSc1ccccc1 (configuration not stated)	-2.4	64	1.0%[50 µM]	-3.8%
CC(=O)c1ccccc1NC(=O)c1ccc(N2CCCC2=O)cc1	-0.9	58	0.9%[50 µM]	-3.6%
O=C(NCC1CCCN1S(=O)(=O)c1cccs1)c1ccc([N+](=O)[O-])cc1 (configuration not stated)	1.1	66	0.4%[50 µM]	-0.7%
Cc1ccc(C)c(NC(=O)COC(=O)c2nn(C)c(=O)c3ccccc23)c1	1.6	63	0.8%[50 µM]	-6.9%
CC(CNC(=O)COc1ccc2c(c1)OCO2)c1ccccc1 (configuration not stated)	0.3	62	1.4%[50 µM]	-4.4%
CCOC(=O)C1=C(COC(=O)C2CC(=O)N(c3ccccc3F)C2)NC(=O)NC1C (configuration not stated)	-2.9	47	0.5%[50 µM]	-10.8%
C[C@H](CO)N1C[C@H](C)[C@@H](CN(C)S(=O)(=O)c2ccccc2)Oc2ccc(NS(=O)(=O)c3ccc(F)cc3)cc2C1=O	3.3	62	0.9%	-2.5%
O=C(COC(=O)Cc1c[nH]c2ccccc12)Nc1c(Cl)cccc1C(F)(F)F	-0.3	59	1.5%[50 µM]	8.6%

The final three records of the part above are carried over, then new ones follow.
SMILES	NTR1 ag	NTR1 ag cell count 20 µM	K1F lysis inhibition	NS5 inhibitors	others
CCOC(=O)C1=C(COC(=O)C2CC(=O)N(c3ccccc3F)C2)NC(=O)NC1C (configuration not stated)	-2.9	47	0.5%[50 µM]	-10.8%
C[C@H](CO)N1C[C@H](C)[C@@H](CN(C)S(=O)(=O)c2ccccc2)Oc2ccc(NS(=O)(=O)c3ccc(F)cc3)cc2C1=O	3.3	62	0.9%	-2.5%
O=C(COC(=O)Cc1c[nH]c2ccccc12)Nc1c(Cl)cccc1C(F)(F)F	-0.3	59	1.5%[50 µM]	8.6%
CCCc1cc(=O)[nH]c(SCC(=O)N(CCOC)c2c(N)n(Cc3ccccc3)c(=O)[nH]c2=O)n1	0.1	72	2.4%[50 µM]	2.9%
O=C(CN1C(=O)c2ccccc2C1=O)OCC(=O)c1ccc(F)cc1	-0.1	58	0.5%[50 µM]	5.1%
COc1ccc(OC)c(/C=C/C(=O)OCC(=O)NCc2cccs2)c1	2.4	64	0.3%[50 µM]	-4.6%
CC(NC(=O)COC(=O)c1ccc(OCC2CCCO2)cc1)c1ccccc1Cl (configuration not stated)	-1.4	80	0.0%[50 µM]	-10.3%
Nc1ncnc2c1ncn2[C@@H]1O[C@H](CNCC(O)CO)[C@@H](O)[C@H]1O (some centres not stated)	1.6	57	0.2%	-4.0%	NS5 inhibitors pilot replicate=1.5
O=C1CCCN1c1ccc(C(=O)N(Cc2nnc(-c3ccccc3Cl)o2)C2CC2)cc1	-0.2	56	0.9%[50 µM]	1.4%
Cn1c2cc(Br)sc2c2cnn(Cc3c(F)cccc3Cl)c(=O)c21	-2.5	57	0.1%	-5.9%
CN(CC(=O)Nc1ccc(F)cc1)C(=O)c1ccc2ccccc2n1	-0.6	52	1.4%[50 µM]	-0.7%
COc1ccc(NC(=O)CN(C)C(=O)C2=NN(c3ccccc3)C(=O)CC2)cc1	-2.2	85	0.1%[50 µM]	-6.2%
O=C(NC(=S)Nc1ccc(Br)cc1F)C1CCCCC1	3.6	49	0.8%	-4.7%
COc1cccc(/C(C)=N/Nc2ccc(S(=O)(=O)N3CCCCC3)cn2)c1	2.3	50	0.2%[50 µM]	-4.6%
COc1ccccc1CCC(=O)Nc1cc(S(=O)(=O)N2CCCCC2)ccc1N1CCN(C)CC1	0.7	64	1.3%[50 µM]	5.2%
CCCCC(CC)COC(=O)CCCCC(=O)OCC(CC)CCCC (configuration not stated)	2.5	50	-0.8%	-2.2%
COc1ccccc1NC(=O)C(=O)NCC1CCCN1S(=O)(=O)c1cccs1 (configuration not stated)	0.2	64	-0.6%	-7.4%
COC(=O)c1c(C)[nH]c(C(=O)COC(=O)c2c(C)noc2C)c1C	-1.4	77	0.8%	-5.8%
CCN(CC)C(=O)[C@H]1CC(CC(=O)NCCCn2ccnc2)C(=O)N2CCc3c([nH]c4ccccc34)[C@]12C (some centres not stated)	-0.1	61	0.2%	-3.3%	NS5 inhibitors pilot replicate=-3.7
CCc1ccc2c(CN3CCN(S(=O)(=O)c4ccccc4F)CC3)cc(=O)oc2c1	6.7	62	-0.1%	-10.3%
CS(=O)(=O)c1ccccc1C(=O)N1CCN(S(=O)(=O)c2ccc(C3CCCCC3)cc2)CC1	2.2	76	0.8%[50 µM]	6.6%
CN(CCc1ccccc1)C(=O)c1ccc(NC(=O)Cc2ccc([N+](=O)[O-])cc2)cc1	0.0	51	2.2%	-2.8%
CCCn1nc(C(=O)NCC2COc3ccccc3O2)c2ccccc2c1=O (configuration not stated)	2.2	56	0.5%[50 µM]	-6.2%
Cc1ccc(S(=O)(=O)NC(C(=O)N2CCN(S(=O)(=O)c3cccc(F)c3)CC2)C(C)C)cc1 (configuration not stated)	-1.0	55	-0.7%	-1.5%
O=S(=O)(c1ccc(SCCOc2ccc(Br)cc2)nc1)N1CCCC1	1.4	67	0.5%[50 µM]	-4.4%
Cc1ccc(NC(=O)CN2C(=O)NC(C)(C3CC3)C2=O)c([N+](=O)[O-])c1 (configuration not stated)	-0.8	55	0.4%[50 µM]	-6.1%
O=C(CSc1nnc2ccc(-c3cccnc3)nn12)Nc1ccc(F)cc1	-0.1	59	0.4%[50 µM]	5.8%
COc1ccc(S(=O)(=O)N(C)C[C@H]2Oc3c(NC(=O)Cc4ccccc4)cccc3C(=O)N([C@H](C)CO)C[C@@H]2C)cc1	2.7	66	0.0%	0.8%
O=C(Nc1ccncc1)c1cc(S(=O)(=O)N2CCN(c3ccccc3)CC2)ccc1Cl	2.3	55	0.7%[50 µM]	-8.1%
O=C(CNC(=O)c1ccc(Cl)cc1)c1ccccc1	0.0	42	1.0%	5.5%
COc1ccc(C(=O)Nc2ccc3[nH]ccc3c2)cc1	0.8	63	0.4%	3.9%
CCN(CC)C(=O)[C@H]1C[C@H](CC(=O)NCc2cccc(C(F)(F)F)c2)C(=O)N2CCc3c([nH]c4ccc(Cl)cc34)[C@]12C	14.8	66	0.5%	-3.0%	NS5 inhibitors pilot replicate=0.0
COc1ccc(NC(=O)N(C)C[C@H]2Oc3c(NC(=O)c4nc5ccccc5s4)cccc3C(=O)N([C@@H](C)CO)C[C@H]2C)cc1	3.5	60	1.6%	-2.1%
CCOc1ccccc1C(=O)OCC(=O)NCc1ccc2c(c1)OCO2	-0.5	58	-2.6%	-1.6%
CN(CC(=O)Nc1ccc(F)c(F)c1F)C(=O)C1CCN(C(=O)Nc2ccccc2)CC1	0.0	58	1.5%[50 µM]	0.0%
O=C(Nc1ccccc1F)C1CCCC1	-1.3	35	-0.8%	-7.0%

Seven compounds already listed, ordered by length of the SMILES, high to low.
SMILES	NTR1 ag	NTR1 ag cell count 20 µM	K1F lysis inhibition	NS5 inhibitors	others
COc1ccc(NC(=O)N(C)C[C@H]2Oc3c(NC(=O)c4nc5ccccc5s4)cccc3C(=O)N([C@@H](C)CO)C[C@H]2C)cc1	3.5	60	1.6%	-2.1%
Cc1ccc(S(=O)(=O)NC(C(=O)N2CCN(S(=O)(=O)c3cccc(F)c3)CC2)C(C)C)cc1 (configuration not stated)	-1.0	55	-0.7%	-1.5%
Cc1ccccc1OCCC(=O)OCC(=O)N1CCN(S(=O)(=O)c2ccc(Cl)cc2)CC1	1.6	58	-0.5%	-2.2%
Cc1noc(C)c1CSCC(=O)Nc1cc(S(=O)(=O)N2CCCCC2)ccc1OC(C)C	-0.7	77	0.7%[50 µM]	-7.9%
O=C1CCc2cc(S(=O)(=O)NCc3ccccc3Cl)cc3c2N1CC3	-0.2	68	0.4%[50 µM]	-8.7%
COC(=O)c1ccccc1NC(=O)c1cc[n+](C)cc1	-0.3	56	0.1%	-5.4%
Nc1cc(N)cc(-c2nc3ccccc3o2)c1	-2.9	64	12.7%	-3.7%

Screens (PubChem)
